GPR151 ag: human GPR151 activation; Q8TDV0; PathHunter beta-arrestin GPR151 cells, luminescence; activation, % at 11.2 µM; 650,000 compounds, 1% hits; AID 1508602; in the data active = activation above about 4.9%;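 note: 0% = median of compound wells and 100% = cells with positive control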
Target sequence (Q8TDV0 whole entry, looked up): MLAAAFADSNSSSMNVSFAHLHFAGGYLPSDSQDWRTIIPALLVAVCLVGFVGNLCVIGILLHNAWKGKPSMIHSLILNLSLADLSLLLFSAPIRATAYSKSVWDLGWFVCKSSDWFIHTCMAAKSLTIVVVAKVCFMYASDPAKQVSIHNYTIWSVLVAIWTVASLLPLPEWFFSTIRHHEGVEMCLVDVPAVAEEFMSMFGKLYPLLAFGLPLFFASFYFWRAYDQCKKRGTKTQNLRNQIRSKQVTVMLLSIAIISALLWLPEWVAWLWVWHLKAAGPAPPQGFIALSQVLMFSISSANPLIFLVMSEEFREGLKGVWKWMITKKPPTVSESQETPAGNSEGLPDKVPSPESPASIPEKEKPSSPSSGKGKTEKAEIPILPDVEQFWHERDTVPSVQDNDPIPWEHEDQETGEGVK
MITF primary: human MITF inhibition, primary screen; AlphaScreen MITF homodimerization, bead proximity signal; inhibition, % at 2.6 µM; 650,000 compounds, 0.91% hits; AID 1259374; in the data active = inhibition above about 50%;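 note: 0% = vehicle wells with protein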
FBW7 act: human FBW7 E3 ligase activation, primary screen; Q969H0; AlphaScreen FBW7–phospho-cyclin E peptide binding, activator screen; normalized activity (activation), % at 26.1 µM; 650,000 compounds, 0.13% hits; in the data active = normalized activity above about 1.9%;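 note: purified mutant Fbw7 with reduced substrate affinity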
TEAD-YAP inh: TEAD-YAP interaction inhibition | 640,000 compounds, 1.4% hits | HEK-TIYL cells, TEAD-Gal4/YAP UAS-luciferase luminescence | inhibition, % at 9.12 µM | AID 1259422; in the data active = inhibition above about 32%;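 note: 0% = median of test compound wells and 100% = reference inhibitor wells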
* marks the source's active call; other numbers are inactive results.

(1) CC1CC(NC(=O)c2ccc(Oc3ccccc3)cc2)CC(C)(C)C1 (stereo unspecified)
(2) Cc1cc(C)c(C#N)c(SCC(=O)NC(C)C23CC4CC(CC(C4)C2)C3)n1 (stereo unspecified)
(3) N#C/C(=N\Nc1ccccc1[N+](=O)[O-])C(=N)N1CCOCC1
(4) CCN(CC)S(=O)(=O)c1ccc(OC)c(NC(=O)c2cccc(C)c2[N+](=O)[O-])c1
(5) CCOc1cc(C2C(C(=O)OC)=CN(CCOC)C=C2C(=O)OC)cc([N+](=O)[O-])c1O
(6) O=C(CSc1nnnn1-c1ccc(O)cc1)NC(=O)NC12CC3CC(CC(C3)C1)C2
(7) O=C1C(=O)N(Cc2cccnc2)C(c2ccc(O)cc2)/C1=C(\O)c1ccc(F)cc1 (stereo unspecified)
(8) O=S(=O)(c1ccccc1)N1CCC2CCCCC2C1 (stereo unspecified)
(9) Cc1cc(C)cc(Oc2coc3cc(OC(=O)C4CCCCC4)ccc3c2=O)c1
(10) O=C(COC(=O)c1cc2c3c(c1)C1C=CCC1CN3CC1CC=CC21)c1ccc(Br)cc1 (stereo unspecified)

| Screen / compound no. | 1 | 2 | 3 | 4 | 5 | 6 | 7 | 8 | 9 | 10 |
| --- | --- | --- | --- | --- | --- | --- | --- | --- | --- | --- |
| GPR151 ag | 0.7 | -0.4 | 1.0 | -1.5 | 6.0* | 0.8 | -1.1 | -0.1 | 0.6 | 0.5 |
| MITF primary | 10.1 | 7.1 | 14.1 | 12.2 | 5.6 | 4.1 | 12.1 | -0.1 | -7.5 | -7.9 |
| FBW7 act | 0.8 | 0.1 | -0.1 | 0.1 | -0.4 | -0.1 | 0.0 | 0.0 | 0.1 | 0.1 |
| TEAD-YAP inh | -18.4 | 8.2 | -34.9 | 5.6 | 4.4 | 3.3 | 8.3 | 9.5 | 3.5 | 3.3 |

Molecules shown so far that have nitrogen in an aromatic ring (three):
(2) Cc1cc(C)c(C#N)c(SCC(=O)NC(C)C23CC4CC(CC(C4)C2)C3)n1 (stereo unspecified)
(6) O=C(CSc1nnnn1-c1ccc(O)cc1)NC(=O)NC12CC3CC(CC(C3)C1)C2
(7) O=C1C(=O)N(Cc2cccnc2)C(c2ccc(O)cc2)/C1=C(\O)c1ccc(F)cc1 (stereo unspecified)

| Screen / compound no. | 2 | 6 | 7 |
| --- | --- | --- | --- |
| GPR151 ag | -0.4 | 0.8 | -1.1 |
| MITF primary | 7.1 | 4.1 | 12.1 |
| FBW7 act | 0.1 | -0.1 | 0.0 |
| TEAD-YAP inh | 8.2 | 3.3 | 8.3 |

The list goes on.
(11) Cc1ccc(NC(=O)c2c(O)c3cccc4c3n(c2=O)CCC4)nc1
(12) CSc1ccccc1NC(=O)CN(c1ccc(Oc2ccccc2)cc1)S(C)(=O)=O
(13) COc1ccc(/C=C2\C(=O)N(C)C(=S)N(c3ccccc3)C2=O)c(OC)c1
(14) Cc1ccc(NC(=O)CSc2ncn[nH]2)cc1C
(15) Cc1ccc(C)c(CN[C@H]2C[C@H]3C(=O)N[C@@H](C(C)C)C(=O)N3C2)c1
(16) CC(=O)n1nc(C)cc1-c1ccccc1
(17) O=C(Nc1cccnc1)C1CCCN1S(=O)(=O)c1ccc(Cl)c(Cl)c1 (stereo unspecified)
(18) O=C(O)CCCNC(=O)/C(=C\c1ccc(F)cc1)NC(=O)c1ccccc1

| Screen / compound no. | 11 | 12 | 13 | 14 | 15 | 16 | 17 | 18 |
| --- | --- | --- | --- | --- | --- | --- | --- | --- |
| GPR151 ag | 0.2 | 2.4 | -1.6 | -1.5 | 2.4 | 0.1 | -0.3 | 2.0 |
| MITF primary | 10.7 | -8.3 | -5.9 | -6.7 | 1.6 | 0.8 | 11.3 | 3.7 |
| FBW7 act | 0.1 | -0.1 | 0.0 | 0.1 | -0.2 | 0.6 | 0.1 | -0.1 |
| TEAD-YAP inh | -0.1 | -1.2 | 0.2 | -3.4 | 10.8 | -10.9 | -11.3 | 7.7 |

Structural class: those above with fluorine.
(7) O=C1C(=O)N(Cc2cccnc2)C(c2ccc(O)cc2)/C1=C(\O)c1ccc(F)cc1 (stereo unspecified)
(18) O=C(O)CCCNC(=O)/C(=C\c1ccc(F)cc1)NC(=O)c1ccccc1

| Screen / compound no. | 7 | 18 |
| --- | --- | --- |
| GPR151 ag | -1.1 | 2.0 |
| MITF primary | 12.1 | 3.7 |
| FBW7 act | 0.0 | -0.1 |
| TEAD-YAP inh | 8.3 | 7.7 |
